PPARg SRC-3 ag: agonists of human PPARgamma SRC-3 coactivator recruitment; activation, % at 8 µM; P37231; actives 0.26% (n = 200,000); AID 731; biochemical PPARgamma/SRC-3 coactivator recruitment assay; in the data active = activation above about 23%;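 also: 0% = DMSO and 100% = reference agonist; some compounds past the cut are filed as inactive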
PPARg SRC2 recr: promotes SRC-2 coactivator recruitment by human PPARgamma; P37231; PPARgamma LBD-SRC-2 recruitment, biochemical; activation, % at 8 µM; actives 0.34% (n = 200,000); AID 1032; in the data active = activation above about 22%;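 also: 0% = vehicle and 100% = reference agonist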
bIAP inh: intestinal alkaline phosphatase (bovine) inhibition; purified bovine IAP, CDP-star luminescence, 30 min; inhibition, % at 20 µM; 190,000 tested, under 10 active; AID 1019;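 active = over 50% inhibition of intestinal alkaline phosphatase at 20 µM in the single-dose screen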
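System: purified bovine intestinal alkaline phosphatase (IAP) enzyme; Input: IAP diluted 1/65,000,000 in the well; Measured by: CDP-star luminescence signal; Compound dosing: 20 µM single dose; Incubation: 30 min reaction at room temperature.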
STAT3 activator: STAT3 signaling activation. actives 0.91% (n = 190,000). AID 871. U3A cells, IL-6 STAT3-luciferase reporter, luminescence; 100% = signal with IL-6 EC80 alone. activation (% of control), % at 5.6 µM;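 active = activation above the screen-wide mean of compound activation plus 3 SD, cut at about 130% in these data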;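 also: 0% = background luminescence of wells with medium and substrate only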
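Assay system – human STAT1-deficient U3A cells with stable STAT3-luciferase reporter · Also added – IL-6 (33 ng/mL) · Schedule – compound 1 h, then IL-6 6 h at 37 °C · Technique – reporter luminescence signal · Evaluation – % activation versus median of IL-6-stimulated wells · Benchmarks – IL-6-only wells as 100% reference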
bIAP activator: intestinal alkaline phosphatase (bovine) activation. purified bovine IAP, CDP-star luminescence, 30 min; stronger effect = higher value; fold of DMSO-control signal, blank-subtracted. activation factor at 20 µM. actives 0.17% (n = 200,000);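 active = activation factor of 2 or more at 20 µM, a signal rise over negative controls twice the positive control's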
STAT1 blocker: STAT1 signaling inhibition; NIH 3T3 STAT1-luciferase reporter, IFN-gamma, luminescence; inhibition, % at 5.5 µM; actives 0.35% (n = 200,000);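 active = inhibition above a set limit, the mean inhibition across all tested compounds plus 3 SD, cut at about 34% in these data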;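 also: 0% = IFN-gamma with DMSO and 100% = IFN-gamma with 300 µM nifuroxazide; values of inactives mirror those of a sister screen read the other way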
TNAP act hi DEA: increases human TNAP activity under high phosphate acceptor concentration; 200,000 tested, under 10 active; activation factor at 20 µM; purified TNAP, CDP-star luminescence, 1 M DEA, 30 min; stronger effect = higher value; 0 = EDTA background, 1 = DMSO-only activity; AID 1136;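 active = activation factor at least 2 at 20 µM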
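Control set: EDTA negative control, DMSO positive control / Assay system: human TNAP / Quantity: TNAP 1/800 final / Evaluation: TNAP activation factor scaled between EDTA and DMSO control wells / Measured by: luminescent substrate turnover signal / Compound dosing: one dose, 20 µM / Times: 30 min enzyme reaction at room temperature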
TR-FRET SRC-2 ct: flags TR-FRET format artefacts in PPARgamma SRC-2 recruitment agonist screen. TR-FRET artefact counter-screen; stronger effect = higher value. TR-FRET ratio at 8 µM. AID 1049. actives 0.4% (n = 200,000); in the data active = TR-FRET ratio above about 2000; also: inactives centre near 1500
ROMK mod: human ROMK K+ channel modulation, primary screen; Tet-inducible ROMK, thallium flux fluorescence; actives lie on both sides; B-score at 10 µM; actives 2% (n = 130,000); AID 1918;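 active = signal ratio slope over the read window, or its plate-corrected B-score, at least 3 SD from the plate mean, either direction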;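 also: B-score of the F/F0 ratio slope over 7 to 12 s after thallium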
Target sequence (P48048 whole entry, looked up): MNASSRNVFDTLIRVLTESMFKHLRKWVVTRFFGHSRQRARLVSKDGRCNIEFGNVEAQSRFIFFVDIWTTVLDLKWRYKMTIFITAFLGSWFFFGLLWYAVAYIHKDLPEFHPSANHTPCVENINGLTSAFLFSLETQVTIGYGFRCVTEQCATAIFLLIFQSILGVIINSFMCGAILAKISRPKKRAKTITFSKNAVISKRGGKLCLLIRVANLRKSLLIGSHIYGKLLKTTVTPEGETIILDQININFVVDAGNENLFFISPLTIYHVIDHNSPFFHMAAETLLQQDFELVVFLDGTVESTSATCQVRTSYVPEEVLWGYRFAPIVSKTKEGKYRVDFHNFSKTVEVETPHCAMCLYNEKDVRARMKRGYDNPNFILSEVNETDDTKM
PPARg SRC-1 ag: agonists of human PPARgamma SRC-1 coactivator recruitment | actives 0.41% (n = 200,000) | activation, % at 8 µM | PPARgamma-SRC-1 coactivator recruitment biochemical assay | P37231; in the data active = activation above about 19%;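 also: 0% = DMSO and 100% = reference agonist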
STAT3 inh: STAT3 signaling inhibition; U3A cells, IL-6 STAT3-luciferase reporter, luminescence; host cell line lacks STAT1; inhibition, % at 5.5 µM; actives 0.89% (n = 190,000);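 active = inhibition above the mean inhibition across all screened compounds plus 3 SD, cut at about 44% in these data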;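 also: 0% = DMSO only wells and 100% = 100 µM nifuroxazide control wells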
Starred values were filed as active, the others as inactive; . = no result given. No enrichment for hits (roughly 3.7% active in at least one column).

canonical_smiles,PPARg SRC-3 ag,PPARg SRC2 recr,bIAP inh,STAT3 activator,bIAP activator,STAT1 blocker,TNAP act hi DEA,TR-FRET SRC-2 ct,ROMK mod,PPARg SRC-1 ag,STAT3 inh
CSC1=C(C#N)C(c2ccc(C)cc2)C2=C(CCCC2=O)N1 (centres undefined),-8,7,8,95,0.9,3,1,1607,.,-1,10
Cc1ccc(/C=N/NC(=O)CSc2nc3ccccc3c(=O)n2-c2ccccc2C)s1,-4,5,-6,99,1.1,-1,1,1496,0.1,-9,5
CNC(=O)c1ccsc1NC(=O)c1ccc(Cl)s1,5,-2,7,118,0.9,-6,1.1,1620,.,0,-17
COc1ccc(NC(=O)CSc2nnnn2C)cc1,-3,10,-2,106,1,-8,1.1,1530,.,0,-5
Cc1cccc(NC(=O)c2cc(NC(=O)C3CCCCC3C(=O)O)ccc2N2CCCCC2)c1 (centres undefined),-3,2,-7,102,1.1,12,1,1446,0.53,1,4
Cc1cc(O)c(/C=N/Nc2ccc(Cl)cc2)c(=O)o1,-5,4,7,90,0.9,3,1,1328,0.74,4,19
Cc1[nH]c2ccccc2c1C(c1ccccn1)c1c(C)[nH]c2ccccc12,4,7,0,119,1,-3,0.9,1598,-0.23,6,-23
CCO[C@H]1OC(C(N)=O)=C[C@@H](C)[C@@H]1CCCO,2,10,-2,.,1,5,1,1585,.,-3,.
OCCN(Cc1ccccc1)Cc1nc(CC2CC2)no1,-1,8,2,95,1,8,1,1680,-0.27,1,17
O=C(CCc1nnc(Cc2cccc(C(F)(F)F)c2)o1)NCC(F)(F)F,4,-11,2,104,1,-7,1.1,1431,-0.039,-4,-3
Cc1nc(SCC(=O)c2cccs2)c2oc3ccccc3c2n1,11,7,3,99,1,-17,1,1489,-1.5,3,5
CCOC(=O)C1CCCN(C(=O)CS(=O)(=O)Cc2ccccc2)C1 (centres undefined),-9,7,21,98,0.8,-3,1.1,1513,0.93,0,6
O=C(CSc1nnc(-c2cccnc2)n1Cc1ccco1)c1ccccc1,11,8,6,105,0.9,-3,1,1684,-0.48,3,-2
CCn1c(SCc2nc3ccccc3[nH]2)nnc1-c1ccncc1,-2,7,-1,103,1,9,1,1495,.,-1,-4
CC(=O)c1sc(NC(=O)c2ccccc2C)nc1C,6,5,9,90,0.9,-11,1,1799,.,12,14
CC(C)(Oc1ccc(Cl)cc1)C(=O)NCc1ccc(S(N)(=O)=O)cc1,5,1,10,103,0.9,0,1,1688,0.27,-2,1
O=C(Nc1ccc(Cl)c(Cl)c1)OCCNC(=O)c1cccc(Cl)c1,5,8,19,99,0.8,0,1.1,1480,.,5,2
CCc1cc(OCCN2C(=O)NC(C)(C)C2=O)ccc1Cl,2,10,-2,92,1,0,1.1,1420,.,-2,13
NC(=O)C1=C[C@@H](c2ccc(Br)cc2)C[C@@H](OCc2ccc(CO)cc2)O1,0,9,5,.,1,6,1.1,1613,.,0,.
COCCCNC(=S)NNC(=O)c1ccccc1Br,5,14,-48,99,1.5,-6,1.1,1536,0.81,-5,7
O=C(NC1CCCCC1)c1sc(=S)n2c1[nH]c(=O)c1ccccc12,1,-8,1,96,1,-4,1,1607,-2.6,3,7
Cc1ccc(C)c(N(CC(=O)NCCC2=CCCCC2)S(C)(=O)=O)c1,-11,3,7,111,0.9,2,1.1,1506,1,-4,-12
COc1ccc(N2CCN(c3oc(Cc4ccccc4)nc3C#N)CC2)cc1,-14,-5,-4,105,1,0,1.1,1501,.,-9,-1
CNC(=S)N(Cc1ccc(OC)cc1)Cc1cc2ccc(C)cc2[nH]c1=O,2,-7,-4,96,1,-10,1,1583,.,5,7

Among those listed so far, five have four or more nitrogen atoms:
canonical_smiles,PPARg SRC-3 ag,PPARg SRC2 recr,bIAP inh,STAT3 activator,bIAP activator,STAT1 blocker,TNAP act hi DEA,TR-FRET SRC-2 ct,ROMK mod,PPARg SRC-1 ag,STAT3 inh
Cc1ccc(/C=N/NC(=O)CSc2nc3ccccc3c(=O)n2-c2ccccc2C)s1,-4,5,-6,99,1.1,-1,1,1496,0.1,-9,5
COc1ccc(NC(=O)CSc2nnnn2C)cc1,-3,10,-2,106,1,-8,1.1,1530,.,0,-5
O=C(CSc1nnc(-c2cccnc2)n1Cc1ccco1)c1ccccc1,11,8,6,105,0.9,-3,1,1684,-0.48,3,-2
CCn1c(SCc2nc3ccccc3[nH]2)nnc1-c1ccncc1,-2,7,-1,103,1,9,1,1495,.,-1,-4
COc1ccc(N2CCN(c3oc(Cc4ccccc4)nc3C#N)CC2)cc1,-14,-5,-4,105,1,0,1.1,1501,.,-9,-1
